Screens: PubChem BioAssay, several laboratories
TROY NFkB inh – TROY signaling inhibition; hit rate 0.98% among 360,000; inhibition, % at 10 µM; Q293 LMP1-TROYcd NF-kB luciferase reporter, 4 h; AID 1347056;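 active = compounds whose plate-normalised and pattern-corrected inhibition of the luciferase reporter signal at the single screening dose is 50% or more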
SRC1 inh – inhibitors of human steroid receptor coactivator 1 (SRC1). hit rate 0.12% among 360,000. inhibition, % at 3.6 µM. HEK293 GAL4-SRC1 luciferase reporter, luminescence. AID 588354;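 active = inhibition above the campaign mean plus 3 SD, with each screening campaign given its own cutoff, cut at about 60% in these data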;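 also: 0% = DMSO treated cells and 100% = gossypol at 36 µM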
NOD2-RIPK2 inh – blocks binding of human NOD2 to RIPK2. O43353. hit rate 0.38% among 360,000. CHO BLA complementation NOD2-RIPK2, CCF4 ratio. AID 624267. inhibition, % at 4.98 µM; in the data active = inhibition above about 21%;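 also: 0% = vehicle only and 100% = reference blocker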
COUP-TFII inh – NR2F2 (human) inhibition, primary screen. P24468. HEK293T NGFI-A luciferase reporter, luminescence. inhibition, % at 8.6 µM. hit rate 0.7% among 370,000;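 active = inhibition above a per-plate cutoff, mean inhibition of test wells between control levels plus 3 SD, cut at about 38% in these data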;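 also: cells cotransfected with COUP-TFII expression vector driving the NGFI-A reporter; 0% = median of COUP-TF2 test wells and 100% = reporter-only cells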
TLR9-MyD88 block – blocks human TLR9 binding to MyD88; AID 504734; Q9NR96+Q99836; inhibition, % at 4.98 µM; hit rate 0.21% among 340,000; CHO BLA complementation TLR9-MyD88, CCF4 FRET ratio;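 active = inhibition above the mean over all tested compounds plus 3 SD, cut at about 21% in these data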;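 also: 0% = DMSO only wells and 100% = clavulanate BLA inhibitor control wells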
Vif imaging – HIV Vif inhibition; inhibition, % at 7.49 µM; HEK293T cells, Vif self-association by quenched fluorescence, imaging, 24 h; AID 602346; hit rate 0.35% among 340,000; in the data active = inhibition above about 50%, passing the limit was not always enough; inconclusive = no clear call, values can overlap the other calls; inactive = below about 31%; also: some results filed as inactive read as strong as hits
C8 TRAIL sens – caspase-8 TRAIL sensitization; NB7+C8 cells + TRAIL, ATPlite viability luminescence; inhibition (viability loss, TRAIL sensitization), % at 10 µM; hit rate 1% among 360,000; AID 624354;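 active = compounds causing at least 50% loss of cell viability in the single-dose screen, relative to plate controls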
SRC2 inh – inhibits human steroid receptor coactivator 2. Q15596. HEK293 GAL4-SRC2 luciferase reporter, luminescence. inhibition, % at 9 µM. hit rate 0.17% among 370,000;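 active = inhibition above the mean inhibition of all tested compounds plus 3 SD, set per campaign, cut at about 52% in these data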;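 also: 0% = DMSO treated cells and 100% = cells given Gossypol at 36 µM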
Target sequence (Q15596 whole entry, looked up, the tested form may be a part): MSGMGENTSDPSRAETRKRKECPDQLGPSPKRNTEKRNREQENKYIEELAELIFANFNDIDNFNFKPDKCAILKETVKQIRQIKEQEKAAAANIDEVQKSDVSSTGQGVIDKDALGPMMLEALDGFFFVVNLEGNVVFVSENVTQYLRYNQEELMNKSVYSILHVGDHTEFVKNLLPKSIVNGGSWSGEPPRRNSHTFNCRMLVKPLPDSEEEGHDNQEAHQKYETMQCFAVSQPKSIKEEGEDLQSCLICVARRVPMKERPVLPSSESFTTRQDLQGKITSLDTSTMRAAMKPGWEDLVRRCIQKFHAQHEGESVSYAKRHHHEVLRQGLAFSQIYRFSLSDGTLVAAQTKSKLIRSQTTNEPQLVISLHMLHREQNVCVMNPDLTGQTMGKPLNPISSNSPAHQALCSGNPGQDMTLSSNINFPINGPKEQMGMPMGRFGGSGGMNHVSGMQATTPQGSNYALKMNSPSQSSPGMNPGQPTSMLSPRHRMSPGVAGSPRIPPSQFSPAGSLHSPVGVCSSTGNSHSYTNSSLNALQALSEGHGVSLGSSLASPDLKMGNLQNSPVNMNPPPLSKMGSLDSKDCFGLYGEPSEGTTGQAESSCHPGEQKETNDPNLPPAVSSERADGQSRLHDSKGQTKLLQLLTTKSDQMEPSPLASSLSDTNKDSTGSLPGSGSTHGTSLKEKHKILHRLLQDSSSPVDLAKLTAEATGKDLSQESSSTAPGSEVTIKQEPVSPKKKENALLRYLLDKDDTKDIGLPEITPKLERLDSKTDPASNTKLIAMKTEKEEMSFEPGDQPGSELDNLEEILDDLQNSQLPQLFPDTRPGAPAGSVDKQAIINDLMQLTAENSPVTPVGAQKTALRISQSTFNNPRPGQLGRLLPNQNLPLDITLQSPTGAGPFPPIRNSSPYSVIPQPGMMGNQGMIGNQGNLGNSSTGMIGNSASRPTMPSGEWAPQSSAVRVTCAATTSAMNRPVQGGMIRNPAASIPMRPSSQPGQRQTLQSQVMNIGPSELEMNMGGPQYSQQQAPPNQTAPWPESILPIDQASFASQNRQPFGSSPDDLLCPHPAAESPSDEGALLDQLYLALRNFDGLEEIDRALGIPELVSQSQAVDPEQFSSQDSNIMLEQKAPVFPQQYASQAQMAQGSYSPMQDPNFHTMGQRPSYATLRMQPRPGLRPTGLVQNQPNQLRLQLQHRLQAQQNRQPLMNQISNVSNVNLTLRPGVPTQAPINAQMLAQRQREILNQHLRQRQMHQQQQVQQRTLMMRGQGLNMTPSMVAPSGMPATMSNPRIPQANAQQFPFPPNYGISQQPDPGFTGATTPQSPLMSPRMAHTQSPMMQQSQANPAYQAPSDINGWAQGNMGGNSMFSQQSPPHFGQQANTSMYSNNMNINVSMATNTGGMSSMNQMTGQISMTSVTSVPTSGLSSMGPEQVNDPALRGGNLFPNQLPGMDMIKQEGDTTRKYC
SRC3 inh – inhibitors of human steroid receptor coactivator 3 (SRC3). Q9Y6Q9. HEK293 GAL4-SRC3 luciferase reporter, luminescence. inhibition, % at 3.6 µM. hit rate 0.17% among 360,000;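 active = inhibition above a per-campaign cutoff, the mean of all compounds plus 3 SD, cut at about 60% in these data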;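 also: 0% = DMSO-treated cells and 100% = gossypol-treated cells at 36 µM; higher means less SRC3-driven luciferase light from the GAL4 reporter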
EBV LMP1 NFkB – Epstein-Barr LMP1 NF-kappaB reporter inhibition | hit rate 0.69% among 350,000 | inhibition, % at 12.5 µM | LMP1-induced NF-kappaB luciferase reporter cells, luminescence; in the data active = inhibition above about 41%; inconclusive = no clear call, values can overlap the other calls;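 also: 0% = neutral control wells and 100% = reference inhibitor control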
NR5A2 inv ag – NR5A2 inverse agonism in reporter assay. HEK293T StAR-luciferase reporter, LRH-1 transfected, 24 h. inhibition, % at 3.6 µM. O00482. hit rate 0.13% among 360,000;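 active = inhibition above the mean inhibition of all tested compounds plus 3 SD, cut at about 73% in these data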;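 also: 0% = DMSO wells and 100% = reporter-only cells lacking LRH-1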
* hit, by the source's call; ? = inconclusive; · = not tested or not shown.

SMILES | TROY NFkB inh | SRC1 inh | NOD2-RIPK2 inh | COUP-TFII inh | TLR9-MyD88 block | Vif imaging | C8 TRAIL sens | SRC2 inh | SRC3 inh | EBV LMP1 NFkB | NR5A2 inv ag
Cc1onc(C(=O)N2CCC(C(N)=O)CC2)c1-c1ccccc1Cl | 1.2 | -5.7 | -0.8 | 12.5 | 12.9 | 4.9 | 3.2 | -19.1 | 3.3 | 6.7 | -4.4
COc1nnc(OC)c2ccccc12 | 6.8 | 1.8 | -10.4 | 2.0 | -1.7 | 0.9 | 32.2 | -7.6 | 8.5 | 0.6 | -14.4
Cc1ccc(N/C(CSC(N)=O)=N\S(=O)(=O)c2ccc(C)cc2)cc1 | -18.1 | -2.4 | -9.7 | 6.3 | -5.9 | 8.2 | 14.5 | -7.5 | 12.3 | -2.6 | -7.3
COc1ccc(CN2CCNC(=O)C2CC(=O)NCc2cn3ccc(C)cc3n2)c(OC)c1 (stereo not drawn) | 2.6 | 0.9 | 2.2 | 4.0 | 0.1 | -2.6 | -5.6 | -33.1 | 6.1 | 5.2 | 7.1
Cc1nc2c(C(=O)NCCc3ccccc3)c[nH]n2c(=O)c1Cl | 11.0 | 3.0 | -5.4 | 3.4 | 5.9 | 3.2 | -8.5 | -31.7 | -15.4 | -7.3 | 0.6
O=C(O)CC(Cn1cnnn1)c1ccccc1 (stereo not drawn) | 0.7 | 10.6 | -8.0 | -16.6 | -0.1 | 6.0 | -3.1 | -2.9 | 1.8 | -3.0 | -4.2
O=C(N/N=C/C=C/c1ccccc1[N+](=O)[O-])c1cccs1 | -37.3 | -23.7 | 14.5 | -8.1 | 0.2 | 5.3 | -8.3 | -34.1 | -17.5 | -7.6 | -78.7
CC(C)C(NC(=O)C1CCC(C(C)(C)C)CC1)C(=O)NCCCN1CCCCC1 (stereo not drawn) | -17.2 | -10.0 | -6.2 | 8.1 | -11.8 | 5.7 | 8.7 | 7.5 | 16.5 | -1.3 | -14.4
O=C1NC2CCc3nc4ccccc4c(=O)n3C2=Nc2ccccc21 (stereo not drawn) | 4.0 | 9.5 | 3.8 | 4.0 | 5.1 | -16.0 | -6.4 | -5.8 | 18.7 | -5.9 | 12.7
Cc1c(NC(=O)c2ccc([N+](=O)[O-])o2)cccc1-c1nc2ncccc2o1 | 12.7 | 5.5 | -4.5 | 15.0 | -3.0 | 26.3 | 22.2 | -0.2 | 5.6 | -0.3 | 56.6
Fc1ccc(-c2nc3ccncc3[nH]2)cc1 | -35.9 | -32.8 | -15.2 | -24.7 | 5.7 | 4.9 | 8.2 | 0.5 | -22.1 | -27.0 | -36.2
Cc1cc(C)n2c(=O)c3ccc(Cl)cc3nc2c1C#N | -21.2 | -1.8 | -5.6 | -7.5 | -0.1 | -6.8 | -2.8 | 18.9 | -15.1 | -4.6 | -7.2
O=c1/c(=C\c2cccnc2)sc2nc3ccccc3n12 | -37.6 | -59.3 | 3.1 | · | -17.8 | · | -3.3 | · | -39.5 | -14.5 | -57.0
CC(NC(=O)c1cc(-c2ccncc2)nc2ccc(Br)cc12)C1CCCO1 (stereo not drawn) | -7.0 | 17.3 | 7.6 | -13.7 | -3.2 | 0.7 | -3.4 | -1.9 | 15.3 | -5.7 | 9.9
CSc1cccc(NC(=O)C(C)C)c1 | -1.8 | 5.0 | -12.1 | 7.3 | -6.0 | 9.6 | -4.5 | -21.2 | -7.5 | 3.5 | 8.0
C/C(=N/OC(=O)CC(C)C)c1cc(-c2ccc(Cl)cc2)no1 | -64.1 | -31.6 | -0.8 | -16.9 | 0.8 | -0.9 | 4.2 | -41.7 | -32.6 | -17.9 | -40.6
CCC(C)(C)C1CCC(=NNC(=S)Nc2ccccc2)CC1 (stereo not drawn) | -0.3 | -42.7 | 5.0 | -14.5 | 5.6 | 3.0 | -0.9 | -32.8 | -76.2 | -5.4 | -68.9
Cc1c(Cl)cccc1-c1ccc(/C=N/n2cnnc2)o1 | -6.0 | -16.4 | 3.5 | -5.9 | -0.4 | · | -15.3 | 8.1 | -6.6 | -0.6 | 1.6
S=C(NCCc1ccccc1)N1CCOCC1 | -13.1 | -14.6 | 5.2 | 10.3 | -8.3 | -11.9 | 3.8 | -19.3 | -24.3 | -7.7 | -37.6
O=C(Cn1nnc2ccccc2c1=O)NCC1CCC(C(=O)O)CC1 (stereo not drawn) | 16.5 | -3.1 | -14.2 | -7.1 | 4.6 | 3.2 | 16.2 | 5.6 | 8.6 | -4.0 | 0.7
CC(C)C(=O)Nc1nnc(-c2ccco2)s1 | -57.5 | -25.4 | -4.0 | -2.3 | · | 8.1 | -12.3 | -0.6 | -34.8 | · | -52.0
CC12CS(=O)(=O)CC1SC(=S)N2Cc1ccccc1 (stereo not drawn) | 10.3 | 0.7 | -2.4 | 1.6 | -6.2 | -1.3 | -2.3 | 6.4 | 8.5 | -6.4 | 5.8
CCOc1ccc(N=Cc2c(O)c3ccccc3oc2=O)cc1 | 28.7 | -20.3 | 7.8 | -8.9 | 3.9 | -18.3 | -5.4 | -33.5 | -8.6 | 0.2 | 4.2
CCOc1ccccc1NC(=O)COn1nnc2ccc(Cl)cc21 | 3.9 | -7.0 | -0.7 | 9.4 | 4.1 | · | -6.4 | -0.3 | 8.5 | -11.0 | 0.2
C/C(CC(=O)Nc1ccc(Cl)cc1Cl)=N\NC(N)=S | -15.4 | -22.4 | -2.1 | 10.7 | 2.5 | -3.9 | -3.7 | -2.7 | 7.0 | 1.2 | 24.4
O=C1Nc2cc(Cl)c(Cl)cc2N(O)N1c1cccc(Cl)c1 | -18.4 | -3.8 | -9.7 | 6.0 | 3.2 | 9.0 | -4.9 | -0.5 | 7.5 | 1.7 | -1.5
CC(C)(C)NS(=O)(=O)c1ccc(NC(=O)c2cc(-c3ccccc3)nc3ccccc23)cc1 | 2.6 | -7.1 | 6.3 | -4.2 | 5.1 | -5.2 | 11.1 | 8.0 | -4.0 | -8.5 | -5.1
O=C(c1cccs1)N1C(=O)c2cccc3cccc1c23 | 13.4 | -5.3 | 3.5 | 5.4 | 3.1 | 5.0 | -33.4 | 2.2 | 13.7 | 1.6 | -1.3
C[C@H]1CNC(=O)c2c(C(=O)NC3CCN(C(=O)OC(C)(C)C)CC3)ncn21 | 9.9 | 5.7 | -8.4 | -7.8 | · | -6.8 | -0.1 | 24.0 | 0.7 | · | 14.5
O=C1CCCS(=O)(=O)c2ccccc21 | -3.6 | -12.1 | 2.8 | -26.4 | 5.3 | 8.9 | -4.3 | -28.5 | 13.0 | -7.5 | -9.2
CC(Sc1nc2ccccc2c(=O)[nH]1)C(=O)O (stereo not drawn) | 11.2 | -14.1 | -5.8 | 0.8 | -4.7 | 9.3 | -0.3 | -8.9 | -19.6 | 8.2 | 3.3
CCCCC(=O)Nc1ccc(C(=O)NNC(=O)c2ccco2)cc1 | -3.1 | -0.1 | -4.1 | 3.7 | 5.2 | -1.2 | -2.9 | -16.8 | 3.0 | -3.8 | 12.7
CN(CC(=O)Nc1ccccc1N1CCOCC1)S(=O)(=O)c1ccc(Cl)cc1 | -12.8 | -1.2 | -9.0 | 5.8 | 7.0 | 2.1 | 3.4 | -0.6 | -6.7 | 4.2 | -1.5
Cc1ccc(C)c(S(=O)(=O)N2CCN(C(=O)c3ccnn3C)CC2)c1 | -10.2 | -26.7 | -9.3 | 9.4 | -7.9 | -12.3 | -0.5 | -11.2 | -5.6 | 2.8 | 12.3
COCCN1C[C@@H](CO)O[C@@H](n2cnc3c(N4CCN(c5ccccc5)CC4)ncnc32)C1 | 9.1 | 4.1 | -13.3 | -11.2 | · | ? | -0.8 | 12.8 | -5.6 | · | 13.5
CCOC(=O)n1c(=O)n(Cc2ccccc2C)c2ccccc21 | -3.0 | -2.6 | 1.7 | -2.4 | 13.7 | 1.1 | -6.2 | 5.2 | 14.6 | -0.2 | 22.1
O=C(CSCC(=O)N1CCOCC1)Nc1nc(-c2ccccc2)cs1 | -16.5 | -31.5 | -0.5 | -11.9 | -2.9 | -6.7 | -3.8 | -49.0 | -15.6 | -1.5 | -52.9
CCOC(=O)c1c(N)nn(C(=O)CC)c1-c1ccccc1 | -8.0 | 3.4 | 5.2 | 2.3 | -2.6 | -6.4 | -2.1 | -9.3 | 4.2 | -5.6 | 11.8
COCCN(CCOc1cc(C)cc(C)c1)Cc1ccc(Cl)cc1 | 20.0 | 5.1 | -14.1 | 9.2 | -12.6 | · | -9.5 | -7.2 | 8.6 | 5.3 | 16.5
CC(=O)Nc1cccc(-c2ccnc3c2CC(C)(C(=O)NCC2CC2)O3)c1 (stereo not drawn) | 15.3 | 9.2 | 6.2 | 4.1 | · | -1.8 | 16.2 | -9.2 | 0.5 | · | 39.1
Cc1csc(SCC(=O)N(C)CC(=O)Nc2ccccc2Cl)n1 | -11.7 | -24.8 | -0.1 | 1.0 | 7.8 | -2.4 | -14.9 | 22.1 | 4.1 | 2.7 | 15.4
CN(C)CCNc1ncnc2c1ncn2[C@H]1CN(Cc2ccc(Cl)cc2)C[C@@H](CO)O1 | 6.7 | 6.2 | 3.2 | 9.6 | · | · | -14.9 | -24.0 | -1.8 | · | -10.0
O=C(Nc1ccc2c(c1)OCCO2)c1c[nH]c(=O)n(-c2ccc(F)c(Cl)c2)c1=O | 15.6 | -6.2 | -10.5 | 13.2 | 0.7 | 0.1 | -6.6 | -33.3 | 7.5 | -0.4 | -10.7
COc1ccccc1C(=O)COC(=O)c1ccc(-n2cnnn2)cc1 | -32.5 | -18.9 | 2.5 | -7.8 | -5.6 | 6.9 | -3.2 | -44.0 | -1.7 | 2.7 | -30.6
O=c1sc(N2CCN(c3ccccc3F)CC2)nc2ccsc12 | -21.1 | -52.0 | -9.6 | -14.6 | 4.9 | 0.6 | -0.6 | -64.7 | -77.5 | -32.7 | -78.5
Cc1ccc(C(=O)NN=CC(=O)c2ccccc2)c(C)c1 | 51.8* | -101.9 | -11.8 | -46.3 | -13.4 | 18.8 | 1.3 | -56.4 | -119.0 | -34.8 | -141.7
CC(=O)Nc1ccc(S(=O)(=O)NCC2CCC(C(=O)N3CCCCC3)CC2)cc1 (stereo not drawn) | 11.0 | -0.9 | -16.1 | 10.0 | -1.8 | 5.6 | -5.3 | 6.7 | 5.7 | 33.1 | 1.5
CSc1snnc1-c1ccccc1 | -0.5 | -5.6 | -0.5 | 7.7 | -11.8 | 2.3 | -0.8 | -21.5 | 21.7 | -2.3 | 3.8
O=C(NNC(=S)NCC1CCCO1)c1ccc(S(=O)(=O)N2CCOCC2)cc1 (stereo not drawn) | 5.6 | -4.0 | -2.0 | -4.7 | -16.9 | 4.8 | -0.4 | 7.9 | 14.7 | 8.8 | 0.0
CC1CCN(c2nc3ccc(C(=O)N4CCN(Cc5ccccc5)CC4)cc3s2)CC1 | 8.4 | -46.5 | 5.4 | -0.2 | 1.0 | -33.1 | 9.6 | -28.4 | -45.7 | -20.9 | -57.8

The list is partial (hit frequency here may not be typical).
